# Mm-Cpn inhibitor – Inhibitors of TCP-1 ring complex (TRiC) of Methanococcus maripaludis (MmCpn): qHTS. Chaperonin Mm-Cpn (Methanococcus maripaludis). Potency, µM (highest dose often 76.9 µM), without a hit: at the highest dose activity, negative = inhibition, hits mostly inhibitors. 330,000 compounds, 0.031% hits. purified Mm-Cpn ATPase, ADP Transcreener TR-FRET; also: potency is read from the fitted curve at half-maximal effect; % is scaled to controls: 0 for no effect and ±100 for the full control effect; nearly all actives have a fitted effect of over 80% in size
#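 Purified archaeal Mm-CPN (25nM final) preincubated 10 min at 37degC with compound, then 10uM ATP for 30 min at 37degC; ADP measured by HTRF Transcreener TR-FRET; buffer 30 mM TRIS pH 7.4, 100mM KCl, 5mM MgCl2, 1mM DTT.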
# PTHR1 ag – qHTS for PTHR1 Agonists: Primary Screen. HEK293 GP2 PTHR1 cells, GloSensor cAMP luminescence, 1 h. Potency, µM (highest dose often 115 µM), for the others: at the top dose activation, hits mostly activators. 410,000 compounds, 0.075% hits. AID 743266, 2014; also: potency is read from the fitted curve at half-maximal effect; nearly all actives have a fitted effect of over 55% in size; some results filed as inactive show a strong effect at the top dose; inactives centre near -15; many of its hits are not listed in these tables
# Target sequence (Q03431 whole entry, looked up): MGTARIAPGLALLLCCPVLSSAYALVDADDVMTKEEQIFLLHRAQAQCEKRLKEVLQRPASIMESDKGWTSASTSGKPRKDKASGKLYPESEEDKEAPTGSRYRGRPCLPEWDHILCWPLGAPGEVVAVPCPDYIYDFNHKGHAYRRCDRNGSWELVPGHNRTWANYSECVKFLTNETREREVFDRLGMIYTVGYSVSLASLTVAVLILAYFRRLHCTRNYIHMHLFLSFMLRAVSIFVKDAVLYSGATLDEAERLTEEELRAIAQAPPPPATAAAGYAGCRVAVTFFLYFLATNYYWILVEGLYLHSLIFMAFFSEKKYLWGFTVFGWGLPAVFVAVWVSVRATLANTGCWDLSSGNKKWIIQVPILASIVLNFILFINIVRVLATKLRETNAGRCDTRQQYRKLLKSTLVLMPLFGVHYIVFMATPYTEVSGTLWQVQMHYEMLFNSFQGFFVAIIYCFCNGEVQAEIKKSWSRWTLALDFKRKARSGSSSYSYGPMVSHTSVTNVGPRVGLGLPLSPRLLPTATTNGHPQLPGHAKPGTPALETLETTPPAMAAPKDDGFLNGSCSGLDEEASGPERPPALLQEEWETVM
#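 HEK-293-derived GP2 cells expressing PTHR1 and a GloSensor cAMP reporter, 3,000/well, plated overnight, given luciferin plus IBMX (each 0.5 mM as added) for 1 h at 37 °C, then compound for 1 h at 37 °C. Luminescence was read after 15 min at room temperature.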
# DRD3 antagonist – qHTS of D3 Dopamine Receptor Antagonist: qHTS. AID 652054, 2013. D3R cells, DiscoveRx beta-arrestin luminescence, antagonist mode; active compounds read low. 360,000 compounds, 2.5% hits. max response, negative = inhibition, %; in the data active = max response below about -50%; inconclusive = no clear call, values can overlap the other calls; also: % is scaled to controls: 0 for no effect and ±100 for the full control effect; mostly tested at two doses, the higher about 12 µM
# Target sequence (P35462 whole entry, looked up): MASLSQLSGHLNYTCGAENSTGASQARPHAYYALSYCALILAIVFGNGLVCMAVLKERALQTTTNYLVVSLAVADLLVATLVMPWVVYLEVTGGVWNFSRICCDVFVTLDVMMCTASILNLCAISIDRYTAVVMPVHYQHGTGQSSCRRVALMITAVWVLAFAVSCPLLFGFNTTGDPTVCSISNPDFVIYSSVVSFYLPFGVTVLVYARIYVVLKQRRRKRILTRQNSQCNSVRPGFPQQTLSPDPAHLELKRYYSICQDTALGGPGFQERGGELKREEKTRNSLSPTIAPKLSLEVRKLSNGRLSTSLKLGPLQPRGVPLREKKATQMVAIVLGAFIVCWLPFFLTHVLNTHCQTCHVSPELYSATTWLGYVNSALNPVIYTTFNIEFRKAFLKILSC
#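 Cells expressing the human receptor were seeded at 1500 cells/well, incubated overnight at 37 degrees C in 5% CO2, then exposed to library compounds with dopamine controls for 90 minutes at 37 degrees C before luminescent detection.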
# CCT chaperon mod – High-Throughput Screening for Modulators of Cytosolic Chaperonin Activity. purified chaperonin ATPase assay, HTRF ADP detection, 30 min. activity change, % (concentration not given with the values), hits read low. 360,000 compounds, 0.3% hits. AID 651819, 2012; in the data active = activity change below about -30%; also: % is scaled to controls: 0 for no effect and ±100 for the full control effect
#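 Nucleotide hydrolysis assay: TRiC at 20–40 nM final (set by batch activity) with 10 uM ATP, 30 min at 37 °C, in presence of 76 uM compound. Detection by competitive ADP HTRF, 30 min ambient.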
# EPAC2 agonist – qHTS for Agonist of cAMP-regulated guanine nucleotide exchange factor 4 (EPAC2): primary screen. 360,000 compounds, 0.079% hits. EPAC2 activation, biochemical qHTS; response scale: 100% = 6.5 mM cAMP response. Potency, µM (titrated, usually from 154 µM), for the others: at the top dose activation, hits mostly activators. Rap guanine nucleotide exchange factor 4 (Homo sapiens), Q8WZA2; also: potency is read from the fitted curve at half-maximal effect; nearly all actives have a fitted effect of over 50% in size
#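 Each well held 100 nM EPAC2, 250 nM RAP1B-BODIPY-GDP and 50 uM GDP. Fluorescence, read at 5-min intervals to 30 min, was referenced to a 6.5 mM cAMP positive control.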
# Akt phos inh – HTS Assay for Inhibitors of Akt Phophorylation: Primary Screen. activity change, % for hits at 50 µM. Neuro2A IGF-stimulated pAkt S473 HTRF, 20 min; active compounds read low. 360,000 compounds, 0.32% hits; in the data active = activity change below about -80%; inconclusive = mostly about -51% to -80%; also: % is scaled to controls: 0 for no effect and ±100 for the full control effect
#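 Single-point screen (50 µM final compound) in Neuro2A cells stimulated 20 min with 6 nM IGF at 37 deg C. After lysis, Ser473-phosphorylated Akt read by HTRF (ex 330 nm, em 615/665 nm) as the 665/615 ratio.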
# D3 ag – qHTS of D3 Dopamine Receptor Agonist: qHTS; D(3) dopamine receptor (Homo sapiens), P35462; AID 652048, 2013; max activation, %; 410,000 compounds, 0.58% hits; D3R DiscoveRx beta-arrestin cells, luminescence, 90 min; in the data active = max activation above about 30%; also: 0% is about no effect; mostly tested at two doses, the higher about 12 µM
#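 Agonist-mode cell screen: cells plated at 1500/well and incubated overnight at 37 °C, then exposed to library compounds for 90 min at 37 °C. Detection reagent was added for 30–60 min at room temperature, and luminescence was read.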
# EPAC2 antag – qHTS for Antagonist of cAMP-regulated guanine nucleotide exchange factor 2 (EPAC2): primary screen; 360,000 compounds, 0.18% hits; Potency, µM (series often up to 114 µM), inactives show at the highest dose activity, negative = inhibition, hits mostly inhibitors; EPAC2 GEF exchange of Rap1B-BODIPY-GDP, fluorescence; Rap guanine nucleotide exchange factor 4 (Homo sapiens), Q8WZA2; AID 720708, 2013; also: potency is read from the fitted curve at half-maximal effect; % is scaled to controls: 0 for no effect and ±100 for the full control effect; nearly all actives have a fitted effect of over 45% in size; many of its hits are not listed in these tables
# Numbers without * were called inactive; i = inactive; ? = inconclusive; / = not tested or not shown; [ ] = remark or other dose. Unless noted, calls follow the shape of the dose curve; as a rule, active = well fitted curve in the direction sought with a large enough effect; inconclusive = small, poorly fitted or top-dose-only effect, or another doubt; inactive = no such curve, though single readings can be large; an effect the other way counts as inactive or inconclusive.
mol | Mm-Cpn inhibitor | PTHR1 ag | DRD3 antagonist | CCT chaperon mod | EPAC2 agonist | Akt phos inh | D3 ag | EPAC2 antag
CCNC(=S)/N=C(/Nc1ccccc1)Nc1nc(C)cc(C)n1 | 1% | -12% | 10 | -3.7 | 7% | i | 6 | -7%
CCOC(=O)c1cccc(NC(=O)c2cccs2)c1 | 1% | i | 0 | 2.6 | 15% | i | 2 | 0%
N#Cc1nc(-c2cccs2)oc1NCCN1CCOCC1 | -5% | -15% | -9 | 0.0 | -2% | i | -1 | 12%
CCOc1ccccc1N1CCN(C(=O)Nc2cccc(Cl)c2)CC1 | -3% | -1%[57.5 µM] | -11 | -0.1 | 6% | i | 0 | -4%
O=C(Nc1ccccc1F)c1cc(S(=O)(=O)N2CCOCC2)cs1 | 1% | -22% | 7 | 1.8 | 2% | i | 19 | -2%
CC(NC(=O)/C(=C\c1cccc([N+](=O)[O-])c1)NC(=O)c1ccco1)C(=O)O (configuration not stated) | -4% | i | 18 | 0.4 | 8% | i | -3 | 7%
Cc1ccc(CNC(=O)CCc2nnc3ccc(N4CCC5(CC4)OCCO5)nn23)cc1 | 1% | i | -1 | -0.2 | 9% | / | 4 | 1%
CC1=C(C)CC(C(=O)NCc2c(F)cccc2Cl)C(C(=O)O)C1 (configuration not stated) | 0% | i | -10 | -1.0 | 0% | i | -1 | -13%
O=C(Cn1cnc2c(NCc3ccccc3)ncnc21)NCCCN1CCCC1=O | 1% | -17% | 24 | -1.7 | 3% | i | 34* | -1%
CCn1c2ccccc2c2cc(NC(=O)c3ccc(Br)o3)ccc21 | -3% | i | 9 | -0.9 | 8% | i | -4 | -2%
COc1cc(C2C(C(C)=O)=C(C)Nc3ncnn32)ccc1O (configuration not stated) | 0% | i | 0 | -3.0 | -11% | i | -11 | 1%
COc1ccc(/C=C/c2ccc3c(Br)ccc(O)c3n2)cc1 | -18% | -18% | ? | -0.2 | 3% | i | -20 | 3%
COc1ccc(CC(=O)Nc2cccc3ncccc23)cc1OC | -1% | -6% | -18 | -3.8 | 20% | i | 0 | -4%
C[C@H](NC(=O)[C@@H]1Cc2ccccc2CN1C(=O)OC(C)(C)C)C(=O)NCC1CCCO1 (some centres not stated) | 1% | -21% | 5 | 0.0 | 4% | i | 3 | -1%
O=[N+]([O-])c1ccc(C(=S)N2CCN(c3ccc(F)cc3)CC2)cc1 | -7% | -12% | -1 | -8.5 | -10% | i | -4 | -1%

# Additional records follow:
mol | Mm-Cpn inhibitor | PTHR1 ag | DRD3 antagonist | CCT chaperon mod | EPAC2 agonist | Akt phos inh | D3 ag | EPAC2 antag
O=Nc1onc(-c2ccc([N+](=O)[O-])cc2)c1NO | -18% | -11% | 3 | 1.5 | 1% | i | 26 | 7%
C=CCn1c(CNS(=O)(=O)c2ccc(F)cc2)n[nH]c1=S | 0% | 3% | 14 | -0.1 | -7% | i | 0 | 4%
Cn1c(Cl)c(C(=O)Nc2ccccc2)c2ccccc21 | 0% | i | 0 | -1.9 | 15% | i | -5 | -1%
Cc1c(Cl)cccc1NC(=S)N1CCCN(Cc2ccc(F)cc2)C1 | -1% | -34% | ? | -1.3 | 4% | i | -11 | -18%
COc1ccc2ccccc2c1CNC(=O)CC1C(=O)NCCN1CC(C)(C)C (configuration not stated) | -1% | -3% | -4 | -0.7 | -12% | i | 6 | 1%
Cc1ccc(-c2nc(CS(=O)CC(=O)NC3CC3)c(C)o2)cc1 (configuration not stated) | 4% | i | 0 | -2.7 | 9% | / | 2 | 6%
CCCCOc1ccc(C(O)(CCC)CCN2CCOCC2)cc1 (configuration not stated) | 1% | -25% | 15 | -1.8 | -6% | i | 2 | 5%
CCOC(=O)C(NC(C)=O)C(OC(C)=O)c1cccc(N(CCO)CCO)c1 (configuration not stated) | -1% | i | -19 | -2.3 | 1% | i | 2 | -2%
COc1ccc(N2CC(C(=O)N3CCN(C)CC3)CC2=O)cc1 (configuration not stated) | 1% | i | -29 | 0.2 | 0% | i | -4 | ?
CC(=O)Nc1ccc(S(=O)(=O)NCCOc2ccc(Cl)cc2C)cc1 | -10% | i | -28 | 0.2 | 11% | i | -10 | -19%
COc1cc(CC(=O)OCC(=O)Nc2ccc(N(C)C)cc2)cc(OC)c1OC | -4% | i | -1 | -0.1 | 8% | i | 1 | -1%
COc1ccc(NC(=O)NC(c2ccccc2)c2ccccc2)c(OC)c1 | -2% | i | -4 | 0.9 | -6% | i | -16 | -27%
Cc1ccc(C(=O)NC2c3ccccc3-c3ccccc32)cc1 | 2% | -9% | -8 | -1.2 | 10% | i | -10 | 14%
CCN(CC)S(=O)(=O)c1ccc(N2CCCC2)c(NC(=O)C2CCCCC2)c1 | -1% | -24% | 2 | -0.4 | 1% | i | 1 | 0%
COc1cc(/C=C2/C(=N)N3N=C(C)SC3=NC2=O)ccc1OS(=O)(=O)c1ccc(C)cc1 | 0% | -2% | -18 | -1.7 | 6% | i | -7 | -18%

# Shown with values under each structure: part of the list above
# Every second line gives: Mm-Cpn inhibitor, PTHR1 ag, DRD3 antagonist, CCT chaperon mod, EPAC2 agonist, Akt phos inh, D3 ag, EPAC2 antag
> O=Nc1onc(-c2ccc([N+](=O)[O-])cc2)c1NO
    -18%, -11%, 3, 1.5, 1%, i, 26, 7%
> C=CCn1c(CNS(=O)(=O)c2ccc(F)cc2)n[nH]c1=S
    0%, 3%, 14, -0.1, -7%, i, 0, 4%
> Cn1c(Cl)c(C(=O)Nc2ccccc2)c2ccccc21
    0%, i, 0, -1.9, 15%, i, -5, -1%
> Cc1c(Cl)cccc1NC(=S)N1CCCN(Cc2ccc(F)cc2)C1
    -1%, -34%, ?, -1.3, 4%, i, -11, -18%
> COc1ccc2ccccc2c1CNC(=O)CC1C(=O)NCCN1CC(C)(C)C (configuration not stated)
    -1%, -3%, -4, -0.7, -12%, i, 6, 1%
> Cc1ccc(-c2nc(CS(=O)CC(=O)NC3CC3)c(C)o2)cc1 (configuration not stated)
    4%, i, 0, -2.7, 9%, /, 2, 6%

# (cont.)
mol | Mm-Cpn inhibitor | PTHR1 ag | DRD3 antagonist | CCT chaperon mod | EPAC2 agonist | Akt phos inh | D3 ag | EPAC2 antag
Cc1ccccc1SCC(=O)NNC(=O)c1ccncc1 | 0% | -15% | -3 | -0.3 | 4% | i | 1 | 4%
O=C(O)c1ccccc1Nc1ccccc1 | -1% | i | -26 | 1.7 | 13% | i | -3 | 3%
O=C(COC(=O)c1ccc(S(=O)(=O)N2CCCC2)cc1)NCc1ccccc1 | 1% | i | -12 | 1.7 | -1% | i | -4 | 17%
Cc1ccc(S(=O)(=O)NC(=O)Nc2ccc(C)cc2C)cc1 | 1% | 4% | -9 | -0.5 | 9% | i | -13 | 0%
Cc1cccc(CC(=O)NCCn2c(C)cc3ccccc32)c1 | -7% | i | 16 | -1.9 | 16% | i | 4 | -20%
Cn1nc(C(=O)NCc2ccccc2CN2CCCC2)c2ccccc2c1=O | -3% | i | 1 | 0.4 | -1% | i | -15 | 6%
COCCN(C(=O)CSc1ncccn1)c1c(N)n(Cc2ccccc2)c(=O)[nH]c1=O | 0% | i | -15 | -1.5 | 11% | i | 4 | 1%
Cn1c2c(c(=O)n(C)c1=O)CN(Cc1ccc3c(c1)OCO3)CN2 | 2% | i | 39 | -0.8 | -6% | i | 4 | 0%
NC(=O)CN1CCN(c2ccccc2F)CC1 | 2% | -3% | -9 | -1.3 | 10% | i | 1 | -7%
Cc1ccc(S(=O)(=O)N2CCN(C(=O)COC(=O)CC(C)c3ccccc3)CC2)c(C)c1 (configuration not stated) | 2% | -3% | 0 | -5.0 | 0% | i | 4 | -1%
COc1ccc(C2(c3ccc(OC)cc3)NC(=O)N(CC(=O)Nc3ccc(C(=O)N(C)C)cc3)C2=O)cc1 | -1% | i | 11 | 0.2 | 6% | i | 3 | -10%
O=C(CN1CCOCC1)N(c1ccccc1)c1ccc2ccccc2c1 | -3% | i | -26 | -1.7 | -4% | i | -1 | -2%
O=C(COc1ccc(Cl)cc1)NCc1nnc(SCC(=O)Nc2ccccc2)o1 | -1% | -21% | 3 | -0.1 | -6% | i | 3 | 3%
COc1ccc(-c2cc(C(=O)Nc3ccc(S(=O)(=O)Nc4onc(C)c4C)cc3)c3ccccc3n2)cc1OC | -2% | -28% | 1 | -2.0 | -7% | i | -4 | -17%
Cc1cc(S(=O)(=O)Nc2ccc(C(=O)N3CC(C)OC(C)C3)cc2)ccc1F (configuration not stated) | -23% | i | -20 | 1.4 | -13% | i | -1 | -18%

# Further structures follow:
mol | Mm-Cpn inhibitor | PTHR1 ag | DRD3 antagonist | CCT chaperon mod | EPAC2 agonist | Akt phos inh | D3 ag | EPAC2 antag
CCOc1ccc(C(=S)N2CCOCC2)cc1OCC | 2% | -2%[57.5 µM] | 20 | 0.0 | 7% | i | -2 | 1%
Cc1c(C(=O)N2CCN(C(=O)c3ccco3)CC2)sc2nc(-c3ccc(F)cc3)cn12 | -10% | -47%[inhibitor] | -4 | -1.0 | 3% | i | 1 | 3%
Cn1c(N)c(C(=O)COC(=O)C2CCC(C(C)(C)C)CC2)c(=O)n(C)c1=O (configuration not stated) | 0% | -26% | 47 | -0.7 | -25% | -108%* | 14 | -7%
CC(=O)c1ccc(NC(=O)COC(=O)c2ccccc2N=Nc2ccc(N(C)C)cc2)cc1 | 1% | i | -21 | 1.0 | 2% | i | -13 | -9%
CCOc1ccc(-c2cc(N)n(S(=O)(=O)c3cccc4nsnc34)n2)cc1 | 0% | i | -17 | -2.9 | 18% | i | -4 | -16%
Cc1nnc(SCC(=O)NCc2ccccc2)s1 | 2% | i | 4 | -0.3 | -5% | i | -6 | 2%
CCOC(=O)[C@@H]1[C@H]2COc3ccccc3[C@@H]2N2C(=O)N(c3ccccc3)C(=O)[C@]12C | 2% | i | ? | 0.2 | -1% | i | -26 | -2%
O=C(NCCC(=O)N1CCN(S(=O)(=O)c2ccccc2F)CC1)Nc1ccccc1 | -2% | i | 1 | -0.7 | -3% | i | 3 | 7%

# Source: PubChem BioAssay

# The list is partial; count on the stated rates, not on these rows.
